Screening results as filed in PubChem.
TcdB inh: inhibitors of Clostridioides difficile toxin B glycohydrolase | P18177 | TcdB glycohydrolase enzymatic assay, plate reader | inhibition, % at 9.99 µM | actives 0.24% (n = 350,000) | AID 652162; in the data active = inhibition above about 10%
PrPC TRFRET: cell surface PrPC inhibition, primary TR-FRET screen. P04156. TR-FRET read-out. inhibition, % at 13.8 µM. actives 0.43% (n = 370,000); in the data active = inhibition above about 24%; also: 0% = median of the test wells and 100% = reference compound wells
BoNT-A LC inh2: inhibitors of Botulinum neurotoxin A light chain protease; multiplex microsphere protease substrate cleavage, flow cytometry; inhibition, % at 10 µM; actives 0.17% (n = 360,000); AID 588499; also: plate controls were buffer without enzyme for full effect and enzyme alone for no effect
Yp Topo-I inh: inhibitors of Yersinia pestis topoisomerase I; Y. pestis Topo-I cleavage product accumulation, plate reader; activity, % at 10 µM; AID 504884; actives 0.064% (n = 360,000); in the data active = activity above about 50%, passing the limit was not always enough; inconclusive = no clear call, values can overlap the other calls; also: inactives centre near 2
CCHFV vOTU inh: CCHFV vOTU protease inhibition | Pep-AMC fluorescence | inhibition, % at 11.5 µM | actives 0.55% (n = 370,000) | AID 651958; in the data active = inhibition above about 30%; also: 0% = vehicle wells with enzyme and 100% = no enzyme wells
PfHsp40 yeast: restores yeast growth despite PfHsp40 toxicity | growth rescue, % at 12.5 µM | AID 504582 | actives 0.68% (n = 340,000) | S. cerevisiae expressing PfHsp40, growth rescue, ATP luminescence; in the data active = growth rescue above about 28%, passing the limit was not always enough; inconclusive = no clear call, values can overlap the other calls;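 also: yeast W303a lacking pdr1 and pdr3 grown in galactose medium; growth measured after three days at 30 °C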
BoNT-F LC inh: blocks Botulinum neurotoxin F light chain protease | actives 0.22% (n = 360,000) | Multiplex microsphere protease cleavage assay, flow cytometry | inhibition, % at 10 µM | AID 588497; in the data active = inhibition above about 35%, passing the limit was not always enough; inconclusive = no clear call, values can overlap the other calls; also: plate controls were buffer without enzyme for full effect and enzyme alone for no effect
FadD28 FP inh: blocks FadD28 binding to the bisubstrate probe; fluorescence polarization; inhibition, % at 12.5 µM; actives 0.22% (n = 360,000); AID 588549; in the data active = inhibition above about 8.5%, passing the limit was not always enough; inconclusive = no clear call, values can overlap the other calls
Anthrax LF inh2: inhibitors of Bacillus anthracis lethal factor protease. P15917. multiplex microsphere protease cleavage assay, LF. inhibition, % at 10 µM. actives 0.12% (n = 360,000). AID 588501; also: plate controls were buffer without enzyme for full effect and enzyme alone for no effect
Target sequence (P15917 whole entry, looked up): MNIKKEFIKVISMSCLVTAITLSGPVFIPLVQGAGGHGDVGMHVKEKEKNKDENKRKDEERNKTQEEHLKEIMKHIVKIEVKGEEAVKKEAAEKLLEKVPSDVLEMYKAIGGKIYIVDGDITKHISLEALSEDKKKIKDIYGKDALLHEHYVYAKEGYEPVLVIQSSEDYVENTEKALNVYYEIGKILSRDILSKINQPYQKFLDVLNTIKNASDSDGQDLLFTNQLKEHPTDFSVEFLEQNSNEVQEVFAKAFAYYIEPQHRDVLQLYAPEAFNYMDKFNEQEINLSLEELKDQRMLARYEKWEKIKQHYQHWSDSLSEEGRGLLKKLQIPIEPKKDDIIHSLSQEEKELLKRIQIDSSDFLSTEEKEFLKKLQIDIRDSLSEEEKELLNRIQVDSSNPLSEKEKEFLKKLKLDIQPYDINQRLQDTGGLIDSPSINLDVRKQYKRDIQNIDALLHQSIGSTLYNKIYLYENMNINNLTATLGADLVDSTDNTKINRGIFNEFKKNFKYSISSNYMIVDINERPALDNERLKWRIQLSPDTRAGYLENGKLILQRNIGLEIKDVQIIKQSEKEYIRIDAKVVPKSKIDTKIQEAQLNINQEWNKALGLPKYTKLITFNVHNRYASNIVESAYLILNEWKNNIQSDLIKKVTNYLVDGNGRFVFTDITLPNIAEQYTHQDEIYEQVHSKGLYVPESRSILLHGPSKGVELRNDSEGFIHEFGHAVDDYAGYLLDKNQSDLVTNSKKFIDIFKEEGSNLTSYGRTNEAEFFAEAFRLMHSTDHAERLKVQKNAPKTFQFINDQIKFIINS
An asterisk follows results filed as active; ? = inconclusive; · = no result given. Rule as the data show it, unless noted: active = inhibition above about 30%; inconclusive = no clear call, values can overlap the other calls; inactive = below that.

SMILES	TcdB inh	PrPC TRFRET	BoNT-A LC inh2	Yp Topo-I inh	CCHFV vOTU inh	PfHsp40 yeast	BoNT-F LC inh	FadD28 FP inh	Anthrax LF inh2
COC(=O)C1(C)CC1(c1ccccc1)c1ccccc1 (stereo not given)	0.4	6	-0.1	-1	-3	-0.1	-13	-0.2	-5
CCOC(=O)c1c(-c2ccccc2)csc1NC(=O)CCN1CCOCC1	·	6	-0.2	25	-15	11	2	-4.0	-2
Cc1c(NC(=O)Nc2ccc(Cl)cc2)c(=O)n(-c2ccccc2)n1C	·	-2	-0.7	-5	6	-1.3	-8	-4.1	-2
COc1ccc2c(ccc[n+]2CC(=O)c2ccccc2)c1	1.5	-35	-0.8	3	-8	-0.1	6	-1.7	-6
COc1ccc(Cn2nnnc2CN2CCC(c3nc4ccccc4s3)CC2)cc1	·	-4	0.4	35	3	-1.2	-1	-1.0	0
C/C(=N\NC(=O)c1ccncc1)c1ccc(N2CCOCC2)cc1	0.3	-1	0.1	3	5	-0.8	5	-2.5	11
COc1ccc(OC)c(-c2cc(C(=O)N/N=C/c3cc(OC)c(OC)cc3OC)c3ccccc3n2)c1	-0.5	-2	-0.6	-1	-2	-1.4	2	1.7	-5
CC(C)(C)OC(=O)N1CCCN(C(=O)Nc2cccc(Cl)c2)CC1	0.8	8	-0.7	-4	-6	·	0	-2.9	4
O=[N+]([O-])c1cccc2ccc(N3CCOCC3)nc12	0.9	-13	·	-3	6	-0.9	·	-1.6	·
CC(C)(C)c1ccc(S(=O)(=O)N2CCCCC2C(=O)NCc2ccccn2)cc1 (stereo not given)	0.7	2	-0.6	20	-4	0.6	-9	-0.2	-1
NC(Cc1ccc(C(F)(F)F)cc1)c1csc(Nc2ccc(C(=O)NCCCO)cn2)n1 (stereo not given)	-0.3	0	-0.3	-8	9	·	-11	-11	-8
COc1cc(NC(=O)Cn2cnc(S(=O)(=O)N3CCOCC3)c2)cc(OC)c1OC	0.1	-8	2.2	-1	0	0.0	3	-1.7	0
Cc1cc(C)cc(NC(=O)c2ccc(NC(=O)C3C4CC5OC(=O)C3C5C4)cc2)c1 (stereo not given)	0.7	2	-0.4	2	12	-0.1	-4	-6.0	-1
Cc1cn(C(C)C)c(=O)n(-c2ccccc2)c1=O	0.6	-3	-0.3	3	20	-0.1	-7	-5.1	6
Cc1ccc(-c2nnc3n2N=C(c2ccccc2Br)CS3)cc1	·	3	-0.1	59*	10	19	10	-7.5	-1
COc1ccc(CCC(=O)Nc2ccc3c(c2)OCCO3)cc1	·	1	0.2	2	-1	0.6	2	-0.2	-6
Cc1ccc([C@@H]2CC(=O)[C@@H]3CN(S(=O)(=O)c4ccc(C)cc4)[C@H](c4ccccc4F)C[C@@H]3N2S(=O)(=O)c2ccc(C)cc2)cc1	-1.7	-6	-0.4	·	0	·	2	-0.6	-9
CC1=C(C(=O)N2CCCCCC2)CC(CC(=O)NC2CCCC2)C(=O)N1Cc1ccc(F)cc1 (stereo not given)	0.9	-7	0.2	·	-3	·	0	·	-12
CN(C)c1ccc(CNc2ncnc3sccc23)cc1	-1.5	12	2.4	-5	15	?	10	·	0
CCOC(=O)c1ccc(S(=O)(=O)NNC(=O)COc2ccc(C)cc2)cc1	-0.4	0	0.9	3	-6	0.1	-1	-2.3	1
C=CCNC(=S)N1CCC2CC1c1c(Cl)cccc12 (stereo not given)	0.8	-5	0.1	-8	0	·	1	-2.6	0
O=C(COC(=O)c1cccc(OC(F)F)c1)Nc1cccc(S(=O)(=O)N2CCCC2)c1	0.1	-4	0.1	17	3	0.8	3	-1.4	-8
Cc1cc(C)c(NC(=O)COC(=O)/C=C/c2cccc(C(F)(F)F)c2)c(C)c1	1.0	1	-0.2	-1	-2	-0.6	5	-0.8	0
NS(=O)(=O)c1ccc(CCNc2ccn3nc(-c4ccc(OCCN5CCOCC5)cc4)cc3n2)cc1	-10	0	-0.4	5	-7	·	-2	-3.2	-5
COc1ccc(C2OC(=O)CC2C(=O)NC(C)C)cc1 (stereo not given)	·	-1	-0.4	-7	-9	-0.4	2	-1.0	2
COc1cccc(-c2nc(CS(=O)(=O)CC(=O)Nc3ccc(F)cc3F)c(C)o2)c1	-2.2	-7	-1.6	21	19	1.2	3	-1.0	-2
COc1ccc(-c2cc(C)no2)cc1S(=O)(=O)N1CC(=O)Nc2ccccc21	1.9	-12	-1.0	4	18	0.5	-5	-0.5	-2
CC(=O)N1CC2(NC(=O)c3ccccc3N2)c2ccccc21 (stereo not given)	1.7	4	-1.1	9	-94	-2.0	-8	-1.9	2
O=C1c2ccccc2C(c2nnnn2-c2ccc3c(c2)OCCO3)N1Cc1cccnc1 (stereo not given)	-0.2	0	0.5	·	-7	·	-2	·	6
O=c1[nH]c(C2CCN(S(=O)(=O)Cc3ccccc3)CC2)nc2c1nnn2Cc1cccc(Cl)c1	1.7	2	-4.5	33	6	6.2	-31	3.7	-11

Record cards (already shown):
Record of CC(=O)N1CC2(NC(=O)c3ccccc3N2)c2ccccc21 (stereo not given) → TcdB inh = 1.7; PrPC TRFRET = 4; BoNT-A LC inh2 = -1.1; Yp Topo-I inh = 9; CCHFV vOTU inh = -94; PfHsp40 yeast = -2.0; BoNT-F LC inh = -8; FadD28 FP inh = -1.9; Anthrax LF inh2 = 2
Record of C=CCNC(=S)N1CCC2CC1c1c(Cl)cccc12 (stereo not given) → TcdB inh = 0.8; PrPC TRFRET = -5; BoNT-A LC inh2 = 0.1; Yp Topo-I inh = -8; CCHFV vOTU inh = 0; PfHsp40 yeast = ·; BoNT-F LC inh = 1; FadD28 FP inh = -2.6; Anthrax LF inh2 = 0
Record of COc1ccc(C2OC(=O)CC2C(=O)NC(C)C)cc1 (stereo not given) → TcdB inh = ·; PrPC TRFRET = -1; BoNT-A LC inh2 = -0.4; Yp Topo-I inh = -7; CCHFV vOTU inh = -9; PfHsp40 yeast = -0.4; BoNT-F LC inh = 2; FadD28 FP inh = -1.0; Anthrax LF inh2 = 2

(listing goes on)
SMILES	TcdB inh	PrPC TRFRET	BoNT-A LC inh2	Yp Topo-I inh	CCHFV vOTU inh	PfHsp40 yeast	BoNT-F LC inh	FadD28 FP inh	Anthrax LF inh2
CCCCCC(=O)N1C[C@@H](n2cc(C3CC3)nn2)[C@H](O)C[C@@H]1c1ccc(Cl)cc1	0.0	-1	-1.0	26	9	·	-7	-1.4	3
COC(=O)c1sc(N)c(C(=O)OC)c1COC(=O)CNS(=O)(=O)c1ccc(C)cc1	·	10	-0.3	9	5	0.2	0	-1.2	-6
COc1ccc(/C=N/n2cncn2)cc1Cn1cc([N+](=O)[O-])cn1	-5.5	-4	0.3	-7	-3	·	-6	-0.2	1
CC(=O)c1ccc(OCC(=O)N(C)C2CCS(=O)(=O)C2)cc1 (stereo not given)	-0.1	8	-0.4	-1	7	·	-2	-2.5	-3
Cc1onc(-c2ccccc2)c1-c1n[nH]c(=S)n1-c1ccccc1Cl	·	1	-1.1	-10	10	-0.4	-2	0.7	-2
CCCCCC(O)C=CC1C(O)CC(O)C1CC=CCCCC(=O)O (stereo not given)	-1.6	18	-0.1	-11	-2	·	2	-3.2	-3
c1ccc(-c2ccccc2OCCCN2CCOCC2)cc1	0.0	7	0.6	1	10	-1.4	-2	-0.2	-1
CCCCCn1nc(C)c(/C=N/NC(=O)c2ccoc2C)c1C	·	-6	-0.3	1	-11	-0.9	-8	-0.9	-1
Cc1cccc2sc(NNC(=O)c3cc(-c4cccs4)nc4ccccc34)nc12	-9.8	17	-0.3	-2	18	-2.3	-9	-4.3	1
CCOC(=O)c1c(NC(=S)N2CCOCC2)sc2c1CCN(C(=O)OCC)C2	1.5	2	·	-2	6	·	·	-1.0	·
COc1ccc2c(c1)-c1nc(NC(=O)c3cccs3)sc1CC2	·	11	-0.6	-19	8	2.0	-6	-2.7	-7
COc1ccc(N2CCN(C(C)C(=O)N3CCCC3)CC2)cc1 (stereo not given)	-0.2	-1	-0.8	-7	0	-1.2	-1	-4.1	-9
COc1cccc(C2=CC(=O)C[C@H](c3ccc4c(c3)OCO4)C2)c1OC	·	·	-0.8	13	·	1.0	-10	-5.6	-6
CC1CN(S(=O)(=O)c2cccc(C(=O)Nc3ccccc3N3CCCC3)c2)CC(C)O1 (stereo not given)	-0.1	-6	7.0	22	3	-0.5	-7	0.1	0
Cc1ccc(OCC(O)CNCc2ccc(F)cc2)cc1 (stereo not given)	0.4	-4	-0.8	2	0	-0.2	-8	0.0	-1
N/C(=N/O)C(c1ccccc1)c1ccccc1	·	0	0.0	-5	0	-1.4	1	-5.5	-1
Cc1nn(C)c(Cl)c1C(=O)NCC(=O)Nc1ccc(C(C)C)cc1	-0.3	10	-0.3	8	7	-0.7	1	0.9	-1
[S-]c1nnc(-c2ccc(Br)cc2)n1-c1ccccc1.[Zn+2]	0.0	0	-7.8	-8	2	-2.5	?	-2.7	-13
CCn1c(=S)sc2c(=O)n(CC(=O)Nc3cccc(Br)c3)c(C)nc21	1.0	-3	-1.3	-1	15	-0.6	1	-1.2	0
COc1cc(CNCC(C)C)cc(Br)c1OCC(=O)Nc1ccccc1	·	5	0.5	-6	-4	3.5	-20	-0.8	-9
Cn1cc(C(=O)N2CCN(c3ccccc3)CC2)c(=O)c2cc(S(=O)(=O)N3CCOCC3)ccc21	1.8	-7	0.8	-7	14	-0.4	1	-4.6	0
Cc1ccc2c(n1)sc1c(N)ncnc12	·	7	-0.1	-1	0	-0.6	0	-2.5	3
COc1ccc(NC(=O)c2ccc(-c3ccc(-c4noc(C)n4)cc3C)cc2)cc1N1CCN(C)CC1	2.5	-23	-0.8	-12	23	-2.2	-20	-4.5	-8
Cc1oc(-c2ccccc2)nc1Cn1cccc1C1=NC(c2ccccc2)CO1 (stereo not given)	·	5	-0.9	17	7	0.3	-6	-4.0	-2
CC(O)C1C=CC=CC(=O)OC2CC3OC4C5OC5(C)C(O)CC4(COC(=O)C(O)C(C)CCO1)C2(C)C31CO1 (stereo not given)	1.0	92*	0.3	0	-5	·	9	-1.3	4

A portion from the list above, as a working copy:
SMILES	TcdB inh	PrPC TRFRET	BoNT-A LC inh2	Yp Topo-I inh	CCHFV vOTU inh	PfHsp40 yeast	BoNT-F LC inh	FadD28 FP inh	Anthrax LF inh2
Cc1c(NC(=O)Nc2ccc(Cl)cc2)c(=O)n(-c2ccccc2)n1C	·	-2	-0.7	-5	6	-1.3	-8	-4.1	-2
COc1ccc2c(ccc[n+]2CC(=O)c2ccccc2)c1	1.5	-35	-0.8	3	-8	-0.1	6	-1.7	-6
